BCR signal inh: inhibitors of chronic active B-cell receptor signaling; ABC-DLBCL IkBa-CBG/CBR reporter, luminescence ratio, 4 h; Potency, µM (titrated, usually from 46.1 µM), inactives show at the highest dose ratio change, negative = lower green/red ratio, usual class: inhibitors; 340,000 tested, 0.05% active; AID 493014; active means well fitted inhibition curve with a large enough effect in the signal ratio, with a control signal flat, not every such curve was filed as active; inconclusive means small, poorly fitted or top-dose-only effect, or effect the other way, or a change in a side signal; the % refers to the signal ratio;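 further: potency means the concentration at half of the fitted maximal effect; plate controls were basal doxycycline-induced cells for no effect and cells given 10 µM MG132 for full effect; MG132 reads +100%, hits lower the ratio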
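Cell line TMD8 (human ABC DLBCL), stably expressing tet-inducible CBG68-IkBa fusion and CBR; IMDM/0.5% FBS; cpd up to 46 uM; dox induction, 4 h, 37C/5% CO2; dual luminescence; green/red ratio; MG132 control.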
TCR act: T cell receptor activation; primary human leukocytes, anti-CD3, IL-2 HTRF, 48 h; Potency, µM (doses to about 9.22 µM), for the others: top-dose activation of IL-2 secretion, hits mostly activators; 330,000 tested, under 10 active; AID 504894; further: % of control where 0% means no effect
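Activity was scored as IL-2 release from primary human leukocytes given only a TCR signal (a-CD3 beads) plus compound for 48 hr. Detection used a two-antibody HTRF format read at 665nm.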
uPA surface inh: cell surface uPA generation inhibition; cell surface uPA generation assay, qHTS; Potency, µM (doses to about 38.3 µM), without a hit: at the top dose activity change, negative = inhibition, most hits filed as inhibitors; 330,000 tested, 0.31% active; active means well fitted inhibition curve with a large enough effect; inconclusive means small, poorly fitted or top-dose-only effect; inactive means no such curve, though single readings can be large or run the other way; tested in mouse RAW 264.7 cells; further: potency means the concentration at half of the fitted maximal effect; on the % scale 0 is the no-effect control and ±100 the full control effect; nearly all actives have a fitted effect of over 55% in size
USP2a inh: blocks human ubiquitin-specific protease USP2a; O75604; USP2 core, Ub-CHOP2 coupled fluorogenic reporter, 485/531; Potency, µM (highest dose often 38.3 µM), for the others: at the highest dose activity change, negative = inhibition, usual class: inhibitors; 330,000 tested, 0.01% active; AID 463254;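 further: potency means the concentration at half of the fitted maximal effect; plate controls were DMSO wells for no effect and full inhibition by NEM control for full effect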
Target sequence (O75604 whole entry, looked up): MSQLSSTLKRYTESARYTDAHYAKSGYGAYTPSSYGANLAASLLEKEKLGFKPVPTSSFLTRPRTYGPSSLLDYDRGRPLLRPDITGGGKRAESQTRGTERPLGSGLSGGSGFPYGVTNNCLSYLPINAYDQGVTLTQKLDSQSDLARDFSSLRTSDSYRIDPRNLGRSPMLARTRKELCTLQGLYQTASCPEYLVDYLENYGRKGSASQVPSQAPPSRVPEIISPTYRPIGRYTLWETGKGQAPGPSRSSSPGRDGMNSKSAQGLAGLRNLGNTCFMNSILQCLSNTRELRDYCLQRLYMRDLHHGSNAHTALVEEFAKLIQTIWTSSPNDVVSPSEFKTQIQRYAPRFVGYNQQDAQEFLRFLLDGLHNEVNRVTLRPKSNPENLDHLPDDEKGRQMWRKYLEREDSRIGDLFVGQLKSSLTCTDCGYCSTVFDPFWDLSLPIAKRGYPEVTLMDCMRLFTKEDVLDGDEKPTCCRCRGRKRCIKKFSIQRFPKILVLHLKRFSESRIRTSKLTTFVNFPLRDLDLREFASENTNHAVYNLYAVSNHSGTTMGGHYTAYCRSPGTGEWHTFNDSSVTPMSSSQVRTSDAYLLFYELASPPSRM
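USP2 core (10nM final) preincubated 30min RT with compound in 20mM Tris-HCl pH 8.0, 2mM CaCl2, 2mM beta-mercaptoethanol, 0.05% CHAPS; 25nM Ub-CHOP2 plus 25nM reporter substrate added, fluorescence (Ex485/Em531) read after 60min.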
PTAP TSG101 blk: blocks PTAP/TSG101 interaction to inhibit HIV-1 budding; Q99816; Fluorescence polarization, FITC-PTAP peptide / Tsg101 binding; Potency, µM (titrated, usually from 115 µM), without a hit: top-dose activity change, negative = inhibition, most hits filed as inhibitors; 340,000 tested, under 10 active; active means well fitted inhibition curve with a large enough effect in the main read-out, with a control signal flat, not every such curve was filed as active; inconclusive means small, poorly fitted or top-dose-only effect, or effect the other way, or a change in a side signal; inactive means no such curve, though single readings can be large or run the other way; further: potency means the concentration at half of the fitted maximal effect; % of control where 0% means no effect
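FP read-out: FITC-PTAP peptide, 50 nM final, binding Tsg101 binding domain, 10 uM final; 20 min, r.t.; 10 mM HEPES pH 7.5, 0.15 M NaCl, 0.01% Tween 20, 3 mM EDTA, 0.1 mM TCEP.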
Mito fusion act: mitochondrial division inhibition or fusion activation | S. cerevisiae fusion-defective mutant growth rescue, CellTiterGlo 48 h | Potency, µM (highest dose often 46.1 µM), for inactives: at the highest dose growth rescue (activation), hits mostly activators | 320,000 tested, 0.23% active;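 further: potency means the concentration at half of the fitted maximal effect; % of control where 0% means no effect; nearly all actives have a fitted effect of over 45% in size; temperature-sensitive fusion mutants such as fzo1-1 at 37 °C on non-fermentable ethanol glycerol medium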
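Compounds are tested for their ability to restore growth of mitochondrial fusion-defective yeast strains at non-permissive 37C in YPEG medium over 48 hours. Viability is quantified by luciferase luminescence.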
Eya2 phos inh: blocks the phosphatase activity of human Eya2; recombinant Eya2, OMFP fluorescence dephosphorylation (OMFP is methylfluorescein phosphate); Potency, µM (doses to about 76.9 µM), for inactives: top-dose activity, negative = inhibition, hits mostly inhibitors; 330,000 tested, 0.006% active; AID 488837; further: potency means the concentration at half of the fitted maximal effect; on the % scale 0 is the no-effect control and ±100 the full control effect
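Eya2 protein (added as 0.2 uM solution) was preincubated with compound for 10 min at ambient temperature in 50 mM HEPES pH 7.5, 50 mM NaCl, 5 uM MgCl2, 0.05% BSA, 1 mM DTT. OMFP (added at 50 uM) then reacted 10 min; fluorescence read at 485/525 nm.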
TSHR antagonist: blocks TSH signaling through the human TSH receptor; P16473; TSHR-expressing cells, TSH-stimulated cAMP HTRF, 2 h; hits give low values; activity change, negative = inhibition, % at 11.5 µM; 330,000 tested, 0.2% active; AID 504810;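 active means activity change below a set negative limit, meaning inhibition stronger than a set level, cut at about -70% in these data; inconclusive means activity change between two set negative limits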; further: on the % scale 0 is the no-effect control and ±100 the full control effect
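Competitive HTRF cAMP read-out (cryptate anti-cAMP antibody, cAMP-d2; 30 min, room temperature) in freshly harvested TSHR cells. Compounds added before TSH at EC80 (4nM final), followed by 2 hours' incubation at 37 deg C.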
ELG1 repair inh: ELG1-dependent DNA repair inhibition | 330,000 tested, 2.3% active | AID 504467 | Potency, µM (top dose mostly 46.1 µM), for inactives: at the top dose activity change, negative = inhibition, usual class: inhibitors | HEK293T ELG1-luciferase reporter, luminescence, 16 h; DNA damage induced by 5-fluorouridine; further: potency means the concentration at half of the fitted maximal effect; on the % scale 0 is the no-effect control and ±100 the full control effect; nearly all actives have a fitted effect of over 55% in size
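Step one: seed 2,000 cells per well. Step two: pin-transfer compound or DMSO alongside 5-fluorouridine. Step three: incubate 16 hr, 37 °C, 5% CO2. Step four: add ONE-Glo, wait 30 min, read luminescence.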
B2AR arrestin: recruits beta-arrestin to the human beta2-adrenergic receptor; 330,000 tested, 0.02% active; beta-arrestin recruitment to beta2AR, cell-based reporter; P07550; AID 492947; Potency, µM (doses to about 46.1 µM), without a hit: top-dose activation, hits mostly activators;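 further: potency means the concentration at half of the fitted maximal effect; 0% = DMSO controls and full agonism = EC100 isoproterenol or metaproterenol; nearly all actives have a fitted effect of over 65% in size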
Tb PFK block: blocks T. brucei phosphofructokinase. O15648. T. brucei PFK, ADP-Glo luminescence. Potency, µM (top dose mostly 57.5 µM), for inactives: at the highest dose activity, negative = inhibition, usual class: inhibitors. 330,000 tested, 0.17% active. AID 485367;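 further: potency means the concentration at half of the fitted maximal effect; 0% = uninhibited 1x PFK enzyme wells and -100% = no-enzyme wells; nearly all actives have a fitted effect of over 60% in size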
Target sequence (O15648 whole entry, looked up): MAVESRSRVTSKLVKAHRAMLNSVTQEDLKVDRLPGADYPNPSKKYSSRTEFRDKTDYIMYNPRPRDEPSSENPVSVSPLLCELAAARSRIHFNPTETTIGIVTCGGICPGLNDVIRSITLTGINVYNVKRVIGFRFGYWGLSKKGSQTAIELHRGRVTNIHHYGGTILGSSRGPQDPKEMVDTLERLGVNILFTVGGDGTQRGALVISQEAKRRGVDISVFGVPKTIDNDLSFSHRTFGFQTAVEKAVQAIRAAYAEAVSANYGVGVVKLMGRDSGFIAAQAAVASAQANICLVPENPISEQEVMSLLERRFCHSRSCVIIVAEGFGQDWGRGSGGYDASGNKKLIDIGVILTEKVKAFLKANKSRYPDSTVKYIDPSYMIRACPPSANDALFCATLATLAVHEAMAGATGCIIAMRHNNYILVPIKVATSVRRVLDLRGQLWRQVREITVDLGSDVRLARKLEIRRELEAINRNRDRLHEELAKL
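PFK 1.25 nM, F6P 0.5 mM, ATP 0.1 mM, 0.1 M TEA pH 8.0, 5 mM MgCl2, 0.01% Tween20, 0.1% BSA; 45 min RT. ADP-Glo readout. qHTS titration up to 57 uM; curves fitted, compounds curve-classed.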
* marks the source's active call; other numbers are inactive results; ? = inconclusive; / = no result given; [ ] = remark or other dose. Unless noted, the call rests on the fitted dose curve; in most records, active means well fitted curve in the direction sought with a large enough effect; inconclusive means small, poorly fitted or top-dose-only effect, or another doubt; inactive means no such curve, though single readings can be large; an effect the other way counts as inactive or inconclusive.

SMILES	BCR signal inh	TCR act	uPA surface inh	USP2a inh	PTAP TSG101 blk	Mito fusion act	Eya2 phos inh	TSHR antagonist	ELG1 repair inh	B2AR arrestin	Tb PFK block
CCOC(=O)c1c(C)[nH]c(C(=O)NNC(=O)c2ccc(C(C)(C)C)cc2)c1C	?	?	-4%	3%	-1%	21%	0%	28	-22%	0.0%	8%
CCOc1ccc(=O)n(-c2ccccc2)n1	17%	-5%[46.1 µM]	0%	-3%	-2%	7%	-1%	13	3%	-0.9%	0%
COc1ccc(CCNC(=O)Cn2ccc3c(OC)cccc3c2=O)cc1OC	1%	-10%	7%	1%	-1%	2%	2%	-6	0%	0.0%	2%
Cc1ccc(O)c(/C=N/NC(=O)C2=NNC(c3ccccc3)(c3ccccc3)C2)c1	-11%	1%[46.1 µM]	/	-4%	/	0%	4%	9	?	0.2%	-1%
COc1cccc(-c2cc(C(=O)Nc3cc(C)n(Cc4ccc(Cl)cc4)n3)no2)c1	?	0%	/	3%	4%	-2%	-17%	-74*	?	-0.1%	-9%
O=C(NCc1ccccn1)c1cccc(S(=O)(=O)Nc2ccc(SC(F)F)cc2)c1	-11%	8%	1%	2%	-2%	9%	16%	23	10%	-0.4%	15%
Cc1cccc(NC(=O)CCC2CCN(C(=O)C3CC=CCC3)CC2)c1 (configuration not stated)	-4%	2%	-7%	-5%	-8%	-10%	-2%	9	-13%	-0.3%	4%
COC(=O)c1ccc(NC(=O)Cn2c(-c3nonc3N)nc3ccccc32)cc1	-1%	6%	5%	7%	-2%	1%	-27%	9	-5%	-0.2%	4%
Cc1ccc(SCC(=O)OCC(=O)N(CC(C)C)c2c(N)n(Cc3ccccc3)c(=O)[nH]c2=O)c(C)c1	0%	3%	-1%	1%	3%	-1%	-3%	-9	7%	-1.1%	-10%
CC(C)NC(=O)C(c1ccc(F)cc1)N(Cc1ccco1)C(=O)CCC(=O)Nc1ccccn1 (configuration not stated)	-4%	3%	-1%	0%	-4%	5%	2%	-9	9%	-0.1%	1%
Cc1nccn1CC(=O)N/N=C/c1cccs1	-4%	-5%	16%	-2%	2%	1%	7%	0	4%	0.2%	-4%
O=C1SCC(c2ccc(Cl)cc2Cl)=NN1Cc1nnc(-c2ccccc2)o1	-1%	-4%[46.1 µM]	2%	-2%	2%	?	-2%	1	8%	-0.4%	0%
S=C(NC1CCCCC1)N(CCc1ccccc1)CCc1ccccc1	8%	4%[46.1 µM]	-44%	-2%	0%	0%	1%	-33	4%	0.2%	2%
CCN(CC)CCNC(=O)c1c(C)n(-c2ccccc2)c2cc(Br)c(OC)cc12	?	/	-10%	0%	-4%	-6%	1%	27	26%	-0.6%	0%
CC(=O)/C(=N/Nc1ccccc1Cl)Sc1nnc(C(O)c2ccccc2)n1-c1ccccc1 (configuration not stated)	-2%	1%[46.1 µM]	3%	1%	-2%	0%	-4%	1	5%	-0.5%	-13%
COc1ccccc1CC(=O)N1CCN(S(=O)(=O)c2cccs2)CC1	6%	8%	-4%	2%	1%	-1%	9%	1	-7%	-0.5%	1%
Cc1ccc(N(C(=O)Nc2ccccc2)C2=NCCC2)cc1	-1%	-3%	-2%	-2%	-4%	-2%	-5%	17	0%	0.3%	0%
CC(=O)Nc1ccc(S(=O)(=O)Nc2nc(-c3ccc(C(C)(C)C)cc3)cs2)cc1	-6%	10%[46.1 µM]	1%	2%	-5%	-1%	3%	-1	14%	-0.9%	-2%
O=C(Cn1ncc2c1-c1ccccc1OC2)Nc1ccc(Cl)cn1	4%	-4%	17%	-1%	-1%	8%	-15%	-5	-4%	-0.4%	-1%
COc1ccc(NC(=S)NC2CCCCC2)c(OC)c1	?	9%	8%	-1%	-9%	-8%	11%	-1	3%	-0.2%	1%
O=C(Nc1ccc(C(=O)NCC2CCN(Cc3ccccc3F)CC2)cc1)C1=CSCCO1	-5%	6%	-1%	5%	1%	-1%	3%	-1	?	-0.1%	2%
CCCc1cc(=O)[nH]c(SCCN2C(=O)c3ccccc3C2=O)n1	-6%	-1%	0%	-1%	-1%	5%	-10%	2	5%	-0.4%	-1%
Cn1ncc2c1ncn1nc(CCc3ccccc3)nc21	?	/	0%	1%	1%	1%	?	12	?	-3.3%	-10%
Cc1cc(OCCCC(=O)NC2=NCCS2)ccc1Cl	?	-15%	2%	0%	-4%	1%	-3%	1	10%	-0.4%	0%
O=C(Nc1ccnn1C1CCN(C(=O)c2ccc(F)c(Cl)c2)CC1)C1CC1	5%	4%	-7%	2%	-1%	0%	2%	-4	1%	0.6%	0%
CCN1CCN(Cc2cc(=O)oc3ccc(C)cc23)CC1	1%	-2%	-2%	11%	0%	3%	4%	24	6%	0.3%	1%
O=C(NCCCN1CCOCC1)C(C(=O)NCCCN1CCOCC1)c1ncc(C(F)(F)F)cc1Cl	0%	-3%	23%	3%	-4%	-4%	-13%	3	8%	0.3%	1%
Cc1cccc(C)c1-n1c(C)nn(CC#N)c1=O	4%	4%	0%	1%	1%	-4%	6%	-3	7%	-0.2%	-11%
Cc1nnc(NC(=O)CC(CN(C)S(=O)(=O)c2ccccc2)c2ccccc2)s1 (configuration not stated)	18%	6%	6%	0%	-3%	1%	1%	-12	-6%	0.1%	-2%
CCCCOc1ccc(C2/C(=C(\O)c3ccc4c(c3)OCCO4)C(=O)C(=O)N2CCCN2CCOCC2)cc1 (configuration not stated)	5%	2%	1%	0%	-2%	0%	1%	1	0%	-1.1%	-1%
COc1cc2ccccc2cc1C(=O)N(CCN(C)C)c1nc2c(OC)ccc(OC)c2s1	?	-3%	-8%	-6%	0%	-28%	?	-15	-10%	0.4%	1%
O=C(Cc1ccc(Cl)c(Cl)c1)Nc1ccccc1N1CCCC1	-3%	1%	11%	0%	-1%	-1%	-2%	-28	2%	0.1%	-6%
Cc1cc(C)cc(C(=O)NCCN2CCOCC2)c1	-1%	/	2%	-1%	-5%	2%	12%	6	1%	0.3%	0%
[O-][n+]1c2cc(C(F)(F)F)ccc2c2n1CCN=C2c1ccc(Cl)cc1	?	-4%	0%	2%	-2%	16%	11%	-8	23%	0.2%	-15%
N#Cc1ccc(CSC2=NCCN2)cc1	?	-3%	-17%	-5%	-9%	-15%	12%	1	-2%	0.0%	-8%
Cc1ccc(Cn2c(C3CCCN3c3nc(C)cs3)nc3cc(C(F)(F)F)ccc32)cc1 (configuration not stated)	19%	6%	-2%	0%	1%	-8%	2%	-5	-24%	0.5%	-3%
O=C(CCNC(=O)c1ccc(Br)cc1)NCc1ccncc1	-1%	4%	2%	2%	1%	-4%	19%	3	11%	-0.8%	2%
O=c1c2ccccc2nc2ccc(N3CCOCC3)nn12	15%	-9%	-5%	1%	-1%	-4%	10%	-1	?	0.3%	1%
Cc1ccc2c(c1)N(C(=O)CCC(=O)NC1CCN(Cc3ccccc3)CC1)CC(C)O2 (configuration not stated)	-11%	4%	-6%	3%	-1%	-4%	-1%	-6	-3%	-0.1%	-2%
Nn1c(SCC(=O)Nc2ccc3c(c2)OCO3)nnc1-c1cccc(Cl)c1	-1%	1%	7%	1%	-4%	-2%	-1%	-5	14%	0.1%	2%
COc1ccc(OC)c(NC(=O)CC2C(=O)NCCN2C(=O)Nc2cccc(Cl)c2)c1 (configuration not stated)	?	-2%	/	0%	0%	-1%	11%	-6	?	-0.3%	-3%
COCCNC(=S)N(Cc1cccs1)Cc1cc2cccc(C)c2[nH]c1=O	?	-6%	-6%	-6%	-6%	1%	14%	50	?	-0.1%	-4%
CCCCC(CC)CNC(=O)CN1C(=O)NC2(CCc3ccccc32)C1=O (configuration not stated)	7%	1%	/	2%	0%	2%	-4%	-6	5%	0.7%	4%

Rows are unselected. Share with any hit: about 3%.
